# FBPA Giardia inh: qHTS Assay for Inhibitors of Fructose-1,6-bisphosphate Aldolase from Giardia Lamblia | purified Giardia FBPA | 290,000 tested, 0.71% active | AID 2451, 2010 | Potency, µM (top dose mostly 59.6 µM), without a hit: top-dose activity, negative = inhibition, most hits filed as inhibitors | A8B2U2; further: potency means the concentration at half of the fitted maximal effect; on the % scale 0 is the no-effect control and ±100 the full control effect; nearly all actives have a fitted effect of over 55% in size
# Target sequence (A8B2U2 whole entry, looked up): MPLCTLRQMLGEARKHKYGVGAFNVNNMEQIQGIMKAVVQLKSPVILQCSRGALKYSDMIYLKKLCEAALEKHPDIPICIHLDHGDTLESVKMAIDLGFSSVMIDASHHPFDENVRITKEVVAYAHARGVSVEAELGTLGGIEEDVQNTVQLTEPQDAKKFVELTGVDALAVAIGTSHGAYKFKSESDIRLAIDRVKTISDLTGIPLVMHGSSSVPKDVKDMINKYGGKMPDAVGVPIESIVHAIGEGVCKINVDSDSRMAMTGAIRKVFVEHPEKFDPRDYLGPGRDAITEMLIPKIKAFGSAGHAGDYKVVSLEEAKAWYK
#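 Giardia FBPA (40 nM reagent) was preincubated 10 min at RT with compound (up to 57.5 uM final), then substrate plus GAPDH/TPI/NAD/arsenate coupling system with diaphorase/resazurin was added; resorufin fluorescence (525/598 nm) was read after 20 min.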
# Pf growth 96h: Primary qHTS for delayed death inhibitors of the malarial parasite plastid, 96 hour incubation | P. falciparum luciferase reporter growth, 96 h | 320,000 tested, 6.9% active | Potency, µM (titrated, usually from 28.7 µM), for the others: at the top dose activity change, negative = inhibition, actives largely listed as inhibitors | AID 504834, 2011; further: potency means the concentration at half of the fitted maximal effect; on the % scale 0 is the no-effect control and ±100 the full control effect
#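 Compounds incubated with erythrocytes infected by luciferase-expressing P. falciparum (2% hematocrit, 0.05% parasitemia final) for 96 hours, 37 C in 5% CO2. Growth inhibition scored as decreased luciferase luminescence.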
# Sm TGR inh: qHTS Assay for the Inhibitors of Schistosoma Mansoni Peroxiredoxins; Schistosoma mansoni thioredoxin glutathione reductase (TGR), Q962Y6; purified TGR, DTNB reduction, TNB absorbance 405 nm; Potency, µM (doses to about 114 µM), inactives show top-dose activity change, negative = inhibition, most hits filed as inhibitors; 360,000 tested, 3% active; AID 485364, 2010; further: potency means the concentration at half of the fitted maximal effect; on the % scale 0 is the no-effect control and ±100 the full control effect; nearly all actives have a fitted effect of over 60% in size
#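 First, TGR (20 nM dispensed) and NADPH were mixed with compound. Second, a 15 min room-temperature incubation followed. Third, further NADPH and then DTNB were added to start the reaction. Finally, TNB absorbance was monitored kinetically.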
# Pf growth 48h: Primary qHTS for delayed death inhibitors of the malarial parasite plastid, 48 hour incubation; P. falciparum luciferase growth in erythrocytes, 48 h; Potency, µM (top dose mostly 28.7 µM), for the others: top-dose activity change, negative = inhibition, most hits filed as inhibitors; 310,000 tested, 5.9% active; AID 504832, 2011; further: potency means the concentration at half of the fitted maximal effect; on the % scale 0 is the no-effect control and ±100 the full control effect
#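 Firefly luciferase activity from engineered P. falciparum reports growth; inhibitors lower the luminescent signal. Cultures contained 2% hematocrit erythrocytes at 0.1% final parasitemia.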
# Cycloheximide cs: Cycloheximide Counterscreen for Small Molecule Inhibitors of Shiga Toxin; 300,000 tested, 12% active; max response, %; cell reporter, cycloheximide protein synthesis inhibition counterscreen; in the data active means max response mostly above about 13%, no sharp cut-off; inactive means mostly below about 14%; further: read at 38.3 µM for the half of the compounds with a filed dose; 0% is about no effect
# Shiga inhibitor: A qHTS for Small Molecule Inhibitors of Shiga Toxin; Vero cells, Shiga toxin protein synthesis inhibition reporter; inhibition, % at 38.7 µM; 290,000 tested, 9.2% active; AID 2315, 2010; in the data active means inhibition mostly above about 28%, no sharp cut-off; inactive means mostly below about 43%; further: 0% is about no effect
# * marks the source's active call; other numbers are inactive results; u = inconclusive; x = not tested or not shown; & = joins results of further samples; [ ] = remark or other dose. Unless noted, the call rests on the fitted dose curve; in most records, active means well fitted curve in the direction sought with a large enough effect; inconclusive means small, poorly fitted or top-dose-only effect, or another doubt; inactive means no such curve, though single readings can be large; an effect the other way counts as inactive or inconclusive.
1. Cc1cccc2sc(NC(=O)CN3C(=O)c4ccccc4C3=O)nc12
2. CC1(C)CN(O)CCN1O
3. Cc1ccc(C(=O)CC(=O)c2cccc(F)c2)c(O)c1
4. CN(C)CCNC(=O)c1cccc(S(=O)(=O)Nc2ccccc2F)c1
5. CN1CCN(Cc2cn(C)c3ccccc23)CC1CCO (configuration not stated)
6. Cc1ccc(-c2nn(-c3ccccc3)cc2C(=O)NN2CCN(C)CC2)cc1
7. C=CCn1c(O)c(C(C)=NCCN2CCN(C(=S)NC)CC2)c(=O)[nH]c1=O
8. CCC(NC(=O)Nc1nnc(C(F)(F)F)s1)(C(F)(F)F)C(F)(F)F
assay / entry	1	2	3	4	5	6	7	8
FBPA Giardia inh	3%	2%	-5%	0%	7%	-5%	-5%	-11%
Pf growth 96h	u	10%	u	-35%[5.75 µM]	u	u	17%	-44%
Sm TGR inh	3%	u	-12%	u	u	1%	5%	-19%
Pf growth 48h	3%	15%	x	30%[5.75 µM]	9%	u	-9%	1.7µM*
Cycloheximide cs	-4	-4	36*	1	-2	-2	-3	1
Shiga inhibitor	-6	-8	77*	17	-5	-11	5	-8

9. CCC(=O)Nc1cccc(C2=NOC3(C2)C[C@@H](C(N)=O)N(C(=O)C2(C)CC2)C3)c1 (some centres not stated)
10. O=C(CSc1cn(CCNC(=O)c2cccs2)c2ccccc12)NCc1ccccc1
11. Cc1ccccc1NC(=O)/C(C#N)=C\c1ccsc1
12. CC(C)C(NC(=O)c1ccc(C(C)(C)C)cc1)C(=O)N1CCC(C(N)=O)CC1 (configuration not stated)
13. O=C(COC(=O)c1ccc2ncsc2c1)NCc1ccc(Cl)cc1
14. O=C1CS/C(=C\[N+](=O)[O-])N1c1ccc(OC(F)(F)F)cc1
15. C=CCSc1nnc2c(n1)OC(c1c(C)[nH]n(-c3ccccc3)c1=O)Nc1ccccc1-2 (configuration not stated)
16. Nc1nc(F)nc2c1ncn2[C@@H]1O[C@H](CO)[C@@H](O)[C@@H]1O
assay / entry	9	10	11	12	13	14	15	16
FBPA Giardia inh	0%	-2%	7%	x	x	-2%	-10%	-1%
Pf growth 96h	70%[activator]	-11%	24%	u	7%	50%[activator]	20%	-30%
Sm TGR inh	-21%	-10%	-23%	-6%	-7%	9%	5%	-11%
Pf growth 48h	56%[activator]	u	-5%	u	17%	1%	-1%	2%
Cycloheximide cs	7	11*	28*	x	x	1	1	0
Shiga inhibitor	-3	15	56	x	x	54	32	-9

17. Cc1ccc(Sc2ccc(CN3CCCC3)cc2[N+](=O)[O-])cc1
18. C[C@H]1CC[C@]2(OC1)O[C@@H]1C[C@@H]3[C@@H]4CC[C@H]5C[C@@H](O)CC[C@]5(C)[C@@H]4CC(=O)[C@@]3(C)[C@H]1[C@@H]2C
19. Cc1ccc(Cl)cc1N1CCN(C(=O)c2cn(C)c(=O)c3c2c2ccccc2n3C)CC1
20. CCN(CC)S(=O)(=O)c1ccc(N2CCN(C)CC2)c(NC(=O)Nc2ccc(C)cc2)c1
21. Cc1cc(NS(=O)(=O)c2ccc(NC(=O)/C=C/c3c(F)cccc3Cl)cc2)no1
22. CCCCC(NC(=O)Cc1c(C)c2cc3c4c(oc3cc2oc1=O)CCCC4)C(=O)O (configuration not stated)
23. COc1ccc(CN2C(=O)c3ccccc3C2OC)cc1 (configuration not stated)
24. COc1ccc(N2CCN(C(=O)Cn3nnc(-c4ccccc4N)n3)CC2)cc1
assay / entry	17	18	19	20	21	22	23	24
FBPA Giardia inh	3%	-3%[21.7 µM]	2%	-7%	-11%	10%	-11%	1%
Pf growth 96h	u	-1%[12.8 µM]	x	u	u	44%[activator]	-6%	-27%
Sm TGR inh	13%	x	8%	0%	-11%	u	5%	1%
Pf growth 48h	4%	-7%[12.8 µM]	-14%	9.3µM*	7%	31%[activator]	44%[activator]	-10%
Cycloheximide cs	-2	x	-1	17*	-5	8	2	-4
Shiga inhibitor	-5	x	-11	2	-2	-9	0	-17

25. Cc1ccccc1C(=O)Nc1ccnn1C1CCN(Cc2cnn(C(C)C)c2)CC1
26. CC(NC(=O)c1ccccc1NC(=O)c1ccncc1)c1ccccc1 (configuration not stated)
27. CCn1c(SCC(=O)N2CCCCC2)nc(O)cc1=O
28. Cc1c(NC(=S)NC(=O)CCc2ccccc2)c(=O)n(-c2ccccc2)n1C
29. CCN(CC)S(=O)(=O)c1ccc(NC(=O)c2ccc(Sc3nncn3C)c([N+](=O)[O-])c2)cc1
30. Nc1cc(Cl)nnc1Cl
31. O=C(CS(=O)(=O)c1cn(Cc2ccc(Cl)cc2)c2ccccc12)N1CCOCC1
32. Cc1ccc(CC2C(=O)N(CC(=O)O)C(=O)C2C)cc1 (configuration not stated)
assay / entry	25	26	27	28	29	30	31	32
FBPA Giardia inh	-2%	6%	0%	8%	3%	1%	-4%	7%
Pf growth 96h	u	1%	u	-17%	u	23%	8.3µM*	x
Sm TGR inh	-7%	1%	-1%	x	2%	12%	0%	-28%
Pf growth 48h	u	u	14%	11%	12µM*	31%[activator]	9%	16%
Cycloheximide cs	10	-2	3	-2	-2	-1	-4	-1
Shiga inhibitor	12	5	6	39	18	2	-9	13

33. CC(C(=O)Nc1ccccn1)c1ccccc1 (configuration not stated)
34. NC(=O)c1ccc(SCC(=O)OCC(=O)N2CCCC2=O)c([N+](=O)[O-])c1
35. CS(=O)(=O)N1CCc2cc(C(=O)N3CCN(c4ccccc4)CC3)ccc21
36. CC1CC1C(=O)OCC(=O)c1c(N)n(C)c(=O)n(C)c1=O (configuration not stated)
37. Cc1ccc(C(=O)N2CCN(c3cnn(C)c(=O)c3Cl)CC2)cc1
38. CCc1ccc(NC(=O)COC(=O)CCCC2=NS(=O)(=O)c3ccccc3N2)cc1
39. O=C(Cc1csc(NC(=O)c2ccc(F)cc2)n1)NO
40. Cc1cc(C)c2nc(-c3ccccn3)cc(C(=O)Nc3ccc(S(=O)(=O)Nc4cc(C)on4)cc3)c2c1
assay / entry	33	34	35	36	37	38	39	40
FBPA Giardia inh	4%	x	-5%	-1%	4%	-3%	-11%	x
Pf growth 96h	5%	5%	106%[activator]	u	30%	u	8.3µM*	u
Sm TGR inh	-7%	-6%	-23%&-6%	4%	13%	-2%&-7%	-1%	-9%
Pf growth 48h	-5%	-6%	15%	30%	-16%[5.75 µM]	10%	u	u
Cycloheximide cs	-2	x	-3	-1	-2	6	13	-3
Shiga inhibitor	-3	x	13	-6	16	8	18	-5

41. COC(=O)c1c(C(=O)OC)c(-c2cccc(F)c2)n2c1CS(=O)C2 (configuration not stated)
42. c1ccc(N2CCN(c3ccccc3)C2c2ccncc2)cc1
43. O=C(N[C@@H](Cc1c[nH]c2ccccc12)C(=O)O)c1ccc(Cl)cc1
44. CCOc1ccc(NC(=O)CN(C)C(=O)CC2OC(=O)c3ccccc32)cc1OCC (configuration not stated)
45. CC1(C)CC(=O)C2=C(C1)N=C1SCCC(=O)N1C2c1ccc(C(F)(F)F)cc1 (configuration not stated)
46. N#Cc1nc(-c2ccccc2)oc1N1CCC(C(N)=O)CC1
47. COc1cccc(NC(=O)CCCCCn2nnc3ccccc3c2=O)c1
48. Cc1ccc(CNC(=O)c2cn(C3CCCCC3)c(=O)c3c2c2ccccc2n3C)o1
assay / entry	41	42	43	44	45	46	47	48
FBPA Giardia inh	5%	-10%	u	x	0%	12%	11%	-17%
Pf growth 96h	45%[activator]	x	42%[activator]	-1%	-24%	u	u	52%[activator]
Sm TGR inh	-8%	-15%	1%	1%	-36%	-2%	0%	10µM*
Pf growth 48h	1%	13µM*	13%	u	-3%	u	-21%	x
Cycloheximide cs	-2	35	1	x	-3	-2	13	-2
Shiga inhibitor	-4	22	-6	x	-18	-1	4	-4

# A draw from above in order of number of heavy atoms, rising.
39. O=C(Cc1csc(NC(=O)c2ccc(F)cc2)n1)NO
26. CC(NC(=O)c1ccccc1NC(=O)c1ccncc1)c1ccccc1 (configuration not stated)
44. CCOc1ccc(NC(=O)CN(C)C(=O)CC2OC(=O)c3ccccc32)cc1OCC (configuration not stated)
assay / entry	39	26	44
FBPA Giardia inh	-11%	6%	x
Pf growth 96h	8.3µM*	1%	-1%
Sm TGR inh	-1%	1%	1%
Pf growth 48h	u	u	u
Cycloheximide cs	13	-2	x
Shiga inhibitor	18	5	x

# The list continues:
49. S=c1nc[nH]c2c1ncn2C1CCCO1 (configuration not stated)
50. Cc1cc(C(=O)C(C)OC(=O)C2=NNC(=O)CC2)c(C)n1-c1ccc(OC(F)F)cc1 (configuration not stated)
51. O=c1nc(Nc2ccccc2)oc2ccccc12
52. COc1ccc(S(=O)(=O)N[C@@H](CSCc2ccccc2)C(=O)O)cc1
53. Cc1ccc2c(c1)C(=O)C(=O)N2CCCOc1ccccc1C
54. CCC(=O)Oc1ccc(C(=O)Nc2cccc(C(=O)NC(C)(C)C)c2)cc1
55. COC(=O)c1c(-c2ccc(OC)cc2)sc2cc3c(cc12)OCO3
56. Cc1ccc(S(=O)(=O)NCCS(=O)(=O)N2CCN(c3ccc(F)cc3)CC2)cc1
assay / entry	49	50	51	52	53	54	55	56
FBPA Giardia inh	2.5µM*	-13%	-5%	x	-11%	-2%	x	x
Pf growth 96h	6%	x	88%[activator]	-9%	u	15%	60%[activator]	-11%
Sm TGR inh	3%	5%	9%	40µM*	u	13%	-2%	0%
Pf growth 48h	-6%	4%	73%[activator]	-3%	24%	u	20%	u
Cycloheximide cs	-5	-2	38*	-3	1	-1	x	x
Shiga inhibitor	-18	-18	53*	21	-10	-8	x	x

57. c1ccc2cc(Sc3ncnc4c3oc3ccccc34)ccc2c1
58. CCCN(CC1CC1)C(=O)COc1ccccc1C(=O)NCc1ccccc1
59. O=C(Nc1ccc(S(=O)(=O)NC2=NCCCCC2)cc1)c1ccc(Cl)cc1Cl
60. Cc1ccc(S(=O)(=O)N2CCOCC2)cc1C(=O)OCC(=O)NC1CCCCC1
61. CO/N=C/c1ccc(N2CCN(C(=O)c3cccc(Cl)c3)CC2)c([N+](=O)[O-])c1
62. Cc1ccc(-n2nnnc2-c2cnoc2-c2cccc(F)c2)cc1
63. CN(C(=O)COC(=O)c1ccc(=O)n(Cc2ccccc2)n1)C1CCCCC1
64. Cc1ccc2cc(NC(=O)c3ccc(C(C)(C)C)cc3)ccc2n1
assay / entry	57	58	59	60	61	62	63	64
FBPA Giardia inh	1%	0%	x	x	-20%	0%	x	10%
Pf growth 96h	87%[activator]	x	7%	-18%	u	4%	0%	5%
Sm TGR inh	-2%	-13%	2%	-9%	-2%	6%	8%	1%
Pf growth 48h	7%	u	-19%	u	-20%	-10%	5%	-1%[0.00184 µM]
Cycloheximide cs	-4	-4	x	x	1	-4	x	-3
Shiga inhibitor	-6	-17	x	x	15	-6	x	25

65. O=C1c2ccccc2C(=O)c2c([N+](=O)[O-])ccc(O)c21
66. Fc1ccc(-c2[nH]ncc2CN2CCN(c3ccc(F)cc3)CC2)cc1
67. CN1CCc2c(sc(NC(=O)Cc3ccc(F)cc3)c2C(N)=O)C1
68. Cc1ccc(N(CCC(=O)Nc2nnc(C3CC3)s2)S(=O)(=O)c2ccccc2)cc1
assay / entry	65	66	67	68
FBPA Giardia inh	u	2%	-24%	7%
Pf growth 96h	u	7%	12%	u
Sm TGR inh	-17%	14%	2%	2%
Pf growth 48h	u	5%	18%	u
Cycloheximide cs	8	0	7	1
Shiga inhibitor	28	2	-5	-1

# Compound activity from PubChem BioAssay.
